Screening results (PubChem)
Diaphorase act: counter-screen for diaphorase-based assays: diaphorase activators and chemical reducers | actives 0.005% (n = 190,000) | AID 1229 | activation factor at 20 µM | Diaphorase/resazurin coupled assay, resorufin fluorescence, 16 min; active compounds read high; 1 = vehicle wells, 0 = NADH-free wells;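 active = diaphorase activity raised at least twofold by the compound at 20 µM; inactive = activation factor below 2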
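System – purified diaphorase enzyme from Clostridium kluyveri · Input – enzyme 0.07 U/mL final · Also added – final NADH 0.114 mM, resazurin 0.1 mM · Measured by – fluorescence of resorufin, 544 nm excitation, 590 nm emission · Timing – 16 min enzyme reaction, ambient temperature · Measure – resorufin increase flagging diaphorase activators or reducers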
FLuc inhib CS: Photinus pyralis luciferase inhibition counter-screen | ATPLite firefly luciferase biochemical luminescence, 10 min | inhibition, % at 10 µM | actives 1.5% (n = 200,000) | AID 1006;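 active = inhibition above about 50% when tested at 10 µM, limit read from the data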
Diaphorase inh: diaphorase inhibition or chemical oxidation counter-screen. AID 1217. inhibition, % at 20 µM. actives 0.69% (n = 190,000). diaphorase resazurin-to-resorufin fluorescence, NADH, 16 min; bacterial (C. kluyveri) enzyme, not human;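 active = primary screen inhibition at 20 µM above a set limit, cut at about 50% in these data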;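 note: plate controls were DMSO with full reaction for no effect and wells lacking NADH for full effect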
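Assay system: diaphorase enzyme from Clostridium kluyveri. Quantity: enzyme working solution with 0.14 U/mL diaphorase. Schedule: reaction incubation of 16 min at room temperature. Technique: resorufin fluorescence, excitation 544 nm, emission 590 nm. Controls: No-NADH positive control and DMSO neutral control.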
APP 5'UTR act: activates APP 5'UTR luciferase reporter; SH-SY5Y APP 5'UTR luciferase reporter, luminescence; zero percent = DMSO vehicle wells; activation, % at 2 µM; actives 1% (n = 190,000); AID 1276;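 active = activation above a set limit, based on mean plus 3 SD of controls, cut at about 140% in these data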; note: values of inactives mirror those of a sister screen read the other way
G6PDH CS: inhibits Leuconostoc G6PDH, flagging false hits in G6PDH-based assays. actives 0.12% (n = 200,000). Purified L. mesenteroides G6PDH, diaphorase/resazurin coupled fluorescence, 45 min. inhibition, % at 5 µM; in the data active = inhibition above about 50%
NF-kB neuron act: raises NF-kB expression in human neuronal cells; actives 1.6% (n = 190,000); NF-kB reporter expression; active compounds read high; AID 1239; fold change at 12.5 µM; in the data active = fold change above about 3.3
FLuc act counter: firefly luciferase counter-screen for stimulation assays; ATPlite luciferase biochemical, luminescence, 10 min; 0 = ATP-free wells, 1 = DMSO control; activation factor at 10 µM; 200,000 tested, under 10 active; AID 1027;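 active = luciferase activation factor, scaled between plate controls, of at least 2 with compound at 10 µM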
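assay system = Luciferase/luciferin detection reagent, cell-free biochemical luciferase assay | also added = ATP substrate | times = 10 min post-reagent at room temperature | measured by = luminescence from luciferase reaction | measure = luciferase activation, seen as luminescence increase over controls | benchmarks = low control with PBS replacing ATP, high control enzyme plus ATP without compound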
TLR4 MyD88 comp: inhibitors of human TLR4-MyD88 binding. O00206+Q99836. HeLa CL3-4 TLR4/MyD88 BLA complementation, FRET ratio. inhibition, % at 8.4 µM. actives 0.18% (n = 200,000). AID 861; in the data active = inhibition above about 25%;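 note: 0% = vehicle and 100% = reference inhibitor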
Target sequence (O00206 whole entry, looked up): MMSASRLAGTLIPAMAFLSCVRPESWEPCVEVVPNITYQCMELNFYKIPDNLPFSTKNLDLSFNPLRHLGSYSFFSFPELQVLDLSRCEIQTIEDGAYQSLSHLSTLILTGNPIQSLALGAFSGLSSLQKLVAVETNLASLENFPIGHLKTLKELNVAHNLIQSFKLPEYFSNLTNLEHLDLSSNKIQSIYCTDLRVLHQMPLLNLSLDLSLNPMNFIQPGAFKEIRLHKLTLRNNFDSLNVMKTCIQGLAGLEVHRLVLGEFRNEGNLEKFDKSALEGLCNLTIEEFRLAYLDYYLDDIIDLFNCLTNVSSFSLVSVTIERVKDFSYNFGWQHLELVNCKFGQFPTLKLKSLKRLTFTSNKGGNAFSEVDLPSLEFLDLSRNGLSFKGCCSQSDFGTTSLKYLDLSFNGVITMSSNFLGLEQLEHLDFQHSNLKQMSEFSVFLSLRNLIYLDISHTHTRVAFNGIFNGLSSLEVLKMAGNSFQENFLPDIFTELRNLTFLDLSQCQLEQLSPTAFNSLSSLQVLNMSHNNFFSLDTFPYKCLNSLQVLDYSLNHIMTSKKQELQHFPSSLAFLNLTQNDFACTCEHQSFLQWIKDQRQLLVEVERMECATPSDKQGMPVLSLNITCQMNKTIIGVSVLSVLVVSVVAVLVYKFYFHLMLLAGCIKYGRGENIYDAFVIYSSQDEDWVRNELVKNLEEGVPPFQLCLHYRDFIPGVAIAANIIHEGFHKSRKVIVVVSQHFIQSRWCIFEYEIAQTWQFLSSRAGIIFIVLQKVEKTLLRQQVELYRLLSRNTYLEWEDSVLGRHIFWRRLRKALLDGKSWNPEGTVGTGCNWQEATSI
Target sequence (Q99836 whole entry, looked up): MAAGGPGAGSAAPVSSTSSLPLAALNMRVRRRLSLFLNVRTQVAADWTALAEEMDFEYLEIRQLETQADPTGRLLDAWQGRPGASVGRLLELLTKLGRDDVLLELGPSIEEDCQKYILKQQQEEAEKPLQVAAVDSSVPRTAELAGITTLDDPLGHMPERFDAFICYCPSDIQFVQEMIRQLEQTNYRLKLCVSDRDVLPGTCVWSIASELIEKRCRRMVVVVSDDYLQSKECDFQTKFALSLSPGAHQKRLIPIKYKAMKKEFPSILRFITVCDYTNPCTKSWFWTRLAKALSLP
STAT1 act: STAT1 signaling activation. NIH 3T3 STAT1-luciferase reporter, IFN-gamma, luminescence; 100% = IFN-gamma alone, no compound. activation (% of control), % at 5.5 µM. actives 2.6% (n = 200,000). AID 932;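 active = activation above the screen-wide mean activation plus 3 SD, cut at about 130% in these data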;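 note: raw ratio to IFN-gamma control signal so 100% means no change and 0% no light; values of inactives mirror those of a sister screen read the other way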
APP 5UTR inh: APP translation inhibition | SH-SY5Y APP 5'UTR-luciferase reporter, luminescence | inhibition, % at 2 µM | actives 0.82% (n = 190,000) | AID 1285;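 active = inhibition above a set limit, derived from the sample mean plus 3 SD, cut at about 45% in these data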; note: values of inactives mirror those of a sister screen read the other way
Active calls of the source: *.

Screening CC1CN(CC(O)COc2ccccc2C(C)(C)C)CC(C)O1 (stereo unspecified) returned Diaphorase act 0.9, FLuc inhib CS -4, Diaphorase inh 7, APP 5'UTR act -20, G6PDH CS 2, NF-kB neuron act 1.3, FLuc act counter 1, TLR4 MyD88 comp -1, STAT1 act 102 and APP 5UTR inh 20.
Screening CN(CC(=O)Nc1ccc(F)c(F)c1F)c1ncnc2sccc12 returned Diaphorase act 1, FLuc inhib CS -4, Diaphorase inh 0, APP 5'UTR act 21, G6PDH CS 2, NF-kB neuron act 1.3, FLuc act counter 1, TLR4 MyD88 comp -2, STAT1 act 87 and APP 5UTR inh -21.
Screening Cc1[nH]c2ccccc2c1/C=C/c1nc2ccccc2c(=O)n1-c1ccc([N+](=O)[O-])cc1 returned Diaphorase act 0.9, FLuc inhib CS -6, Diaphorase inh 9, APP 5'UTR act 1, G6PDH CS -22, NF-kB neuron act 0.99, FLuc act counter 1.1, TLR4 MyD88 comp -8, STAT1 act 104 and APP 5UTR inh -1.
CCOc1ccc2nc3c(cc2c1)CN(CCOC)C(=NCCOC)S3 was read as Diaphorase act 0.9, FLuc inhib CS -5, Diaphorase inh 14, APP 5'UTR act -9, G6PDH CS 6, NF-kB neuron act 1.2, FLuc act counter 1.1, TLR4 MyD88 comp -20, STAT1 act 108 and APP 5UTR inh 9.
Screening Cc1ccc(-c2nc3cc(NC(=O)C(C)C)ccc3o2)cc1C returned Diaphorase act 1, FLuc inhib CS 56*, Diaphorase inh -2, APP 5'UTR act 160*, G6PDH CS -6, NF-kB neuron act 0.98, FLuc act counter 0.4, TLR4 MyD88 comp 1, STAT1 act 195* and APP 5UTR inh -160.
Screening CCc1cccc(CC)c1NC(=O)CSc1nnc(C(C)C)n1CC returned Diaphorase act 0.9, FLuc inhib CS -3, Diaphorase inh 5, APP 5'UTR act -4, G6PDH CS 4, NF-kB neuron act 1, FLuc act counter 1, TLR4 MyD88 comp 11, STAT1 act 94 and APP 5UTR inh 4.
For CCCCOC(=O)c1ccc(NC(=S)NC(=O)c2c(Cl)cnn2CC)cc1 the results were Diaphorase act 0.9, FLuc inhib CS -2, Diaphorase inh 13, APP 5'UTR act -1, G6PDH CS 7, NF-kB neuron act 1.8, FLuc act counter 1, TLR4 MyD88 comp -13, STAT1 act 98 and APP 5UTR inh 1.
`O=C(Nc1ccccc1)OCCNC(=O)c1cccc(Cl)c1` gave Diaphorase act 0.9, FLuc inhib CS -3, Diaphorase inh 15, APP 5'UTR act 2, G6PDH CS 26, NF-kB neuron act 1, FLuc act counter 1, TLR4 MyD88 comp 2, STAT1 act 101 and APP 5UTR inh -2.
For O=C(NCc1cccs1)c1nc(-c2cccs2)no1 the results were Diaphorase act 1, FLuc inhib CS 1, Diaphorase inh 4, APP 5'UTR act 22, G6PDH CS -1, NF-kB neuron act 1.5, FLuc act counter 1, TLR4 MyD88 comp -25, STAT1 act 117 and APP 5UTR inh -22.
CCC(C)C(=O)Nc1nc2c(s1)C(=O)CC(C)(C)C2 (stereo unspecified) was read as Diaphorase act 0.9, FLuc inhib CS -2, Diaphorase inh 6, APP 5'UTR act 23, G6PDH CS -7, NF-kB neuron act 1.3, FLuc act counter 1, TLR4 MyD88 comp -2, STAT1 act 102 and APP 5UTR inh -23.
CCc1ccc(NC(=O)CN(c2cccc(C)c2)S(C)(=O)=O)cc1 was read as Diaphorase act 0.7, FLuc inhib CS -4, Diaphorase inh 28, G6PDH CS -3, NF-kB neuron act 1.3, FLuc act counter 1, TLR4 MyD88 comp 14 and STAT1 act 105.
Screening O=C(c1cccc(N2CCCC2=O)c1)N1CCN(c2ccccc2)CC1 returned Diaphorase act 1, FLuc inhib CS -1, Diaphorase inh -3, APP 5'UTR act 3, G6PDH CS 2, NF-kB neuron act 1, FLuc act counter 1, TLR4 MyD88 comp 5, STAT1 act 102 and APP 5UTR inh -3.
Screening CC(C)(C)c1ccc(S(=O)(=O)Nc2ccc(Cc3ccncc3)cc2)cc1 returned Diaphorase act 0.8, FLuc inhib CS -3, Diaphorase inh 17, APP 5'UTR act 9, G6PDH CS 6, NF-kB neuron act 0.66, FLuc act counter 1, TLR4 MyD88 comp -4, STAT1 act 102 and APP 5UTR inh -9.
For CCOC(=O)C1=C(C)NC(=O)NC1c1ccc(OCCO)c(OC)c1 (stereo unspecified) the results were Diaphorase act 0.9, FLuc inhib CS -4, Diaphorase inh 13, APP 5'UTR act 12, G6PDH CS -14, NF-kB neuron act 0.99, FLuc act counter 1, TLR4 MyD88 comp 4, STAT1 act 95 and APP 5UTR inh -12.
For CCOC(=O)NC(O)C(=O)c1cccs1 (stereo unspecified) the results were Diaphorase act 0.9, FLuc inhib CS -4, Diaphorase inh 14, APP 5'UTR act 11, G6PDH CS 10, NF-kB neuron act 1.4, FLuc act counter 1, TLR4 MyD88 comp 8, STAT1 act 104 and APP 5UTR inh -11.
Screening CCS(=O)(=O)N1Cc2ccccc2CC1C(=O)OCC(=O)Nc1ccc(SC(F)F)cc1 (stereo unspecified) returned Diaphorase act 0.8, FLuc inhib CS -8, Diaphorase inh 18, APP 5'UTR act 0, G6PDH CS 3, NF-kB neuron act 0.86, FLuc act counter 1.1, TLR4 MyD88 comp 13, STAT1 act 102 and APP 5UTR inh 0.
Screening CCC(=O)Nc1ccc(NC(=O)CSc2nnnn2-c2ccc3c(c2)OCCO3)cc1 returned Diaphorase act 1.2, FLuc inhib CS 0, Diaphorase inh -19, APP 5'UTR act 1, G6PDH CS 3, NF-kB neuron act 0.97, FLuc act counter 1, TLR4 MyD88 comp 4, STAT1 act 98 and APP 5UTR inh -2.
Cc1ccccc1CN(c1ccc(C(=O)NCCC2=CCCCC2)cc1)S(C)(=O)=O was read as Diaphorase act 0.8, FLuc inhib CS -5, Diaphorase inh 20, APP 5'UTR act -4, G6PDH CS 5, NF-kB neuron act 1.3, FLuc act counter 1, TLR4 MyD88 comp -1, STAT1 act 103 and APP 5UTR inh 4.
Screening COc1ccccc1S(=O)(=O)Nc1cc(S(=O)(=O)N2CCCCC2)ccc1N1CCOCC1 returned Diaphorase act 0.8, FLuc inhib CS -5, Diaphorase inh 18, APP 5'UTR act -10, G6PDH CS -2, NF-kB neuron act 0.97, FLuc act counter 1, TLR4 MyD88 comp -13, STAT1 act 99 and APP 5UTR inh 10.
Screening CCCn1c(SCC(=O)NCc2cccs2)nc2c1c(=O)n(C)c(=O)n2C returned Diaphorase act 0.8, FLuc inhib CS -5, Diaphorase inh 16, APP 5'UTR act 24, G6PDH CS 8, NF-kB neuron act 1.1, FLuc act counter 1.1, TLR4 MyD88 comp -4, STAT1 act 90 and APP 5UTR inh -24.
Cc1cc(-c2ccccc2)nc2c(Br)c(=O)[nH]n12 was read as Diaphorase act 0.8, FLuc inhib CS -2, Diaphorase inh 17, APP 5'UTR act 5, G6PDH CS 9, NF-kB neuron act 1.2, FLuc act counter 1, TLR4 MyD88 comp 12, STAT1 act 100 and APP 5UTR inh -5.
For CC1(CC(=O)N/N=C/c2ccc(-c3ccc(Cl)cc3)o2)OCCO1 the results were Diaphorase act 1.1, FLuc inhib CS 44, Diaphorase inh -5, APP 5'UTR act 14, G6PDH CS -11, NF-kB neuron act 1.2, FLuc act counter 0.6, TLR4 MyD88 comp -2, STAT1 act 98 and APP 5UTR inh -14.
For CN(C)S(=O)(=O)N1CCN(C(=O)c2cccc(Br)c2)CC1 the results were Diaphorase act 1.1, FLuc inhib CS -5, Diaphorase inh -8, APP 5'UTR act -1, G6PDH CS 0, NF-kB neuron act 1.1, FLuc act counter 1.1, TLR4 MyD88 comp 16, STAT1 act 107 and APP 5UTR inh 2.
`Cc1cc(C)nc(N/C(=N\S(=O)(=O)Cc2ccccc2)Nc2cccc(Cl)c2C)n1` gave Diaphorase act 0.8, FLuc inhib CS -3, Diaphorase inh 20, APP 5'UTR act -3, G6PDH CS 9, NF-kB neuron act 1.1, FLuc act counter 1, TLR4 MyD88 comp 0, STAT1 act 97 and APP 5UTR inh 3.
For Cc1ccc(NC(=O)Cc2csc(-c3ccccc3)n2)cc1F the results were Diaphorase act 1, FLuc inhib CS -2, Diaphorase inh 4, APP 5'UTR act 13, G6PDH CS -1, NF-kB neuron act 1.2, FLuc act counter 1, TLR4 MyD88 comp 12, STAT1 act 95 and APP 5UTR inh -13.
For O=C(c1cccs1)C1CCCN(Cc2nc(Cc3ccccc3F)no2)C1 (stereo unspecified) the results were Diaphorase act 0.6, FLuc inhib CS -1, Diaphorase inh 35, APP 5'UTR act 14, G6PDH CS 10, FLuc act counter 1, TLR4 MyD88 comp -24, STAT1 act 89 and APP 5UTR inh -14.
`COc1cccc(C(=O)SC2=NCCS2)c1` gave Diaphorase act 0.9, FLuc inhib CS -4, Diaphorase inh 14, APP 5'UTR act -12, G6PDH CS 6, NF-kB neuron act 1.5, FLuc act counter 1, TLR4 MyD88 comp 3, STAT1 act 98 and APP 5UTR inh 12.
Screening O=C(COC(=O)c1ccc(S(=O)(=O)N2CCOCC2)cc1)NC1CCCCCCC1 returned Diaphorase act 0.9, FLuc inhib CS -6, Diaphorase inh 6, APP 5'UTR act -3, G6PDH CS 3, NF-kB neuron act 1.1, FLuc act counter 1.1, TLR4 MyD88 comp -5, STAT1 act 99 and APP 5UTR inh 3.
`Cc1ccc(NC(=O)c2nnn(CC(=O)Nc3ccccc3)c2N)cc1C` gave Diaphorase act 1, FLuc inhib CS 3, Diaphorase inh -1, APP 5'UTR act 3, G6PDH CS -4, NF-kB neuron act 0.94, FLuc act counter 1, TLR4 MyD88 comp 10, STAT1 act 112 and APP 5UTR inh -4.
Screening CNC(CC(=O)c1ccc([N+](=O)[O-])cc1)C(Cl)(Cl)Cl (stereo unspecified) returned Diaphorase act 1, FLuc inhib CS -2, Diaphorase inh 1, APP 5'UTR act -15, G6PDH CS 22, NF-kB neuron act 0.91, FLuc act counter 1, TLR4 MyD88 comp -3, STAT1 act 100 and APP 5UTR inh 15.
`COc1cc(SC)ccc1C(=O)N1CCN(Cc2ccccc2)CC1` gave Diaphorase act 0.8, FLuc inhib CS -7, Diaphorase inh 16, APP 5'UTR act 8, G6PDH CS 14, NF-kB neuron act 0.9, FLuc act counter 1.1, TLR4 MyD88 comp -5, STAT1 act 100 and APP 5UTR inh -8.

An excerpt from above in order of SMILES length, low to high:
For Cc1ccc(NC(=O)Cc2csc(-c3ccccc3)n2)cc1F the results were Diaphorase act 1, FLuc inhib CS -2, Diaphorase inh 4, APP 5'UTR act 13, G6PDH CS -1, NF-kB neuron act 1.2, FLuc act counter 1, TLR4 MyD88 comp 12, STAT1 act 95 and APP 5UTR inh -13.
For CC1(CC(=O)N/N=C/c2ccc(-c3ccc(Cl)cc3)o2)OCCO1 the results were Diaphorase act 1.1, FLuc inhib CS 44, Diaphorase inh -5, APP 5'UTR act 14, G6PDH CS -11, NF-kB neuron act 1.2, FLuc act counter 0.6, TLR4 MyD88 comp -2, STAT1 act 98 and APP 5UTR inh -14.
Cc1ccccc1CN(c1ccc(C(=O)NCCC2=CCCCC2)cc1)S(C)(=O)=O was read as Diaphorase act 0.8, FLuc inhib CS -5, Diaphorase inh 20, APP 5'UTR act -4, G6PDH CS 5, NF-kB neuron act 1.3, FLuc act counter 1, TLR4 MyD88 comp -1, STAT1 act 103 and APP 5UTR inh 4.
